High-throughput results deposited in PubChem by several laboratories.
core dimer inh: inhibitors of HCV core protein dimerization, primary screen, biochemical, TR-FRET, high-throughput. TR-FRET GST/Flag-core106 dimerization, 1536-well. inhibition, % at 5 µM. hit rate 0.33% among 300,000;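 active = inhibition above the mean of all tested compounds plus 3 SD, set per screening campaign, cut at about 45% in these data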
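System: GST/Flag-tagged HCV core106 proteins. Incubation: compound-protein-antibody incubation 4 h at 22.5 °C. Technique: HTRF with 340 nm excitation, 617/671 nm emission. Medium: KF-containing HEPES buffer, pH 7.45, DTT, CHAPS, BSA. Read-out: inhibition (%) from 671 over 617 nm ratio. Also added: Eu(K)-anti-GST 90 ng/mL plus XL665-anti-Flag 1 µg/mL.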
CTSL1 counter: Fasciola hepatica cathepsin L1 inhibitors, primary screen, counter-screen for PFM18AAP inhibitor project, biochemical, QFRET, fluorogenic peptide substrate; recombinant F. hepatica cathepsin L1, Z-Leu-Arg-MCA fluorescence; hit rate 0.49% among 300,000; inhibition, % at 5.96 µM;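 active = inhibition above the mean of all tested compounds plus 3 SD, set per screening campaign, cut at about 17% in these data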;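 note: 0% = plate median of test compound wells and 100% = 1 µM Z-Phe-Ala-diazomethylketone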
PP5 primary: PP5 phosphatase inhibitors, primary screen, biochemical, fluorescence. Serine/threonine-protein phosphatase 5 (Homo sapiens), P53041. purified PP5c, OMFP substrate fluorescence. inhibition, % at 6.7 µM. hit rate 0.18% among 320,000;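 active = inhibition above the campaign's mean inhibition across all tested compounds plus 3 SD, cut at about 9.5% in these data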;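 note: 0% = DMSO only and 100% = 100 µM cantharidin control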
VLA-4 inh: inhibition in human VLA-4 binding assay, primary screen, VLA-4 allosteric modulator project, MLPCN library, flow cytometry, VLA-4 expressing cells; inhibition, % (about 7 µM as worked out from the volumes in the protocol); hit rate 0.2% among 330,000; ligand binding flow cytometry; Integrin alpha-4 (Homo sapiens), P13612; in the data active = inhibition above about 50%
PP1 inh: PP1-alpha phosphatase inhibitors, primary screen, counter-screen for PP5 inhibitor project, biochemical, fluorescence, OMFP substrate, single point. Serine/threonine-protein phosphatase PP1-alpha catalytic subunit (Homo sapiens), P62136. purified PP1alpha. inhibition, % at 6.7 µM. hit rate 0.9% among 320,000. AID 2235, 2010;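 active = inhibition above the mean inhibition of all tested compounds plus 3 SD, computed separately for each screening campaign, cut at about 15% in these data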
Target sequence (P62136 whole entry, looked up): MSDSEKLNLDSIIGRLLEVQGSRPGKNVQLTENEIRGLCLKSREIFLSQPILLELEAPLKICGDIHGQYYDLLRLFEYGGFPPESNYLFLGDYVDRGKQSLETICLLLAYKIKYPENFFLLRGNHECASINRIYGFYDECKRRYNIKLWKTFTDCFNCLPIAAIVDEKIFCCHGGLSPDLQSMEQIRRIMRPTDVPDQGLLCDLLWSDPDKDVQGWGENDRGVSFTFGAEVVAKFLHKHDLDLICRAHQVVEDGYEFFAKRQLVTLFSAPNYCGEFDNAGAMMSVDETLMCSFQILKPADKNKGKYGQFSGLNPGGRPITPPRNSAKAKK
GASC-1 inh: inhibitors of GASC-1 histone demethylase, primary screen, biochemical, fluorescence, DELFIA europium. Lysine-specific demethylase 4C (Homo sapiens), Q9H3R0. GST-JMJD2C(1-420) H3K9me3 demethylation. inhibition, % at 2.35 µM. hit rate 0.069% among 330,000. AID 2099, 2009;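 active = more than half of a compound's replicate wells show inhibition beyond 50%, single wells judged on their own value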;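 note: signal counts dimethyl H3K9 product captured on neutravidin plate; 0% = median of DMSO wells and 100% = 0.3 times that DMSO median; strong numbers were not always called active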
proCasp7 act: procaspase-7 activators, primary screen, counter-screen for procaspase-3 activator project, biochemical, absorbance, HTS, human | Caspase-7 (Homo sapiens), P55210 | recombinant procaspase-7, Ac-DEVD-pNA absorbance 405 nm; D23A/D198A/D206A triple mutant, cannot self-cleave; scale: DMSO 0, 5 µM enzyme 100 | activation, % at 8.5 µM | hit rate 0.093% among 330,000;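 active = percent activation above the screen-wide mean plus 3 SD, cut at about 25% in these data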
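Material: Procaspase-7 triple mutant (PC-7 D3A) | Quantity: 2 µM procaspase-7 mutant as dispensed | Reagent: DEVD-pNA substrate | Times: 1 h preincubation, 2 h reaction | Technique: 405 nm absorbance of p-nitroaniline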
procasp3 activ: activators of human procaspase-3 D3A mutant, primary screen, biochemical, absorbance, PC-3 D3A mutant, single concentration. recombinant procaspase-3 D3A, Ac-DEVD-pNA absorbance 405 nm. activation, % at 8.5 µM. hit rate 0.11% among 330,000. AID 463141, 2010;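 active = activation above the mean of all tested compounds plus 3 SD, cut at about 21% in these data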;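 note: 0% = DMSO alone and 100% = DMSO wells spiked with extra 5 µM PC-3 D3A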
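Test system: Procaspase-3 D3A mutant; medium: Zinc-free HEPES/NaCl buffer with 0.01% Triton X-100 at pH 7.4; reagent: DEVD-pNA substrate; doses: one concentration, 8.5 µM nominal, 0.8% DMSO; times: 1 h preincubation plus 2 h reaction at 25 °C; signal: Epi-absorbance at 405 nm of released p-nitroaniline, 0 and 120 min; replicates: singlicate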
GRK2 aptamer HTS: compounds blocking aptamer binding on GRK2 – biochemical, human GRK2, bead flow cytometry, HTS, primary screen. hit rate 0.59% among 330,000. FAM-aptamer displacement from GRK2. inhibition of aptamer binding, % at 10 µM. Beta-adrenergic receptor kinase 1 (Homo sapiens), P25098;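 active = inhibition of aptamer binding above 40%, roughly 3 SD of noise, on plates passing a quality check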;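 note: median bead fluorescence of bound FAM aptamer so fluorescent compounds give negative values; no value below 0 was filed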
Target sequence (P25098 whole entry, looked up): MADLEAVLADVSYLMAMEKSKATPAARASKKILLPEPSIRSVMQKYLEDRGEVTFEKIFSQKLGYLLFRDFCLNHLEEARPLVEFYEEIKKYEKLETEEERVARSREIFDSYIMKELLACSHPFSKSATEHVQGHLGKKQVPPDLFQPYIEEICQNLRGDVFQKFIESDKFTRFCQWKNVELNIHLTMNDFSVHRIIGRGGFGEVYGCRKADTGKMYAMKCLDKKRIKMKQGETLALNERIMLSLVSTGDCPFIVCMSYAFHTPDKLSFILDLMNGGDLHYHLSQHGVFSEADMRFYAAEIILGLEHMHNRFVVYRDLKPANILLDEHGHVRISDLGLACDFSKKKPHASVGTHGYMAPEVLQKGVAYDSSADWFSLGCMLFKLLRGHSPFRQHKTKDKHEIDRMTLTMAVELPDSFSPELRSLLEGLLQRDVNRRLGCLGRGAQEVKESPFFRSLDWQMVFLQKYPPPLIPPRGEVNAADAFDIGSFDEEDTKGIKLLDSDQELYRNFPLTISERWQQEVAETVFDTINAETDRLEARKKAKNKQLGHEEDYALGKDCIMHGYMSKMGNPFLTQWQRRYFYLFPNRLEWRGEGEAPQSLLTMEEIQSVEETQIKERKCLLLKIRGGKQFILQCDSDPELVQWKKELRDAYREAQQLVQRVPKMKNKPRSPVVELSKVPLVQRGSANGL
Active calls of the source: *; / = no result given; & = joins results of further samples. Not a hit list; 2.6% or so of the library scored in one or more.

SMILES	core dimer inh	CTSL1 counter	PP5 primary	VLA-4 inh	PP1 inh	GASC-1 inh	proCasp7 act	procasp3 activ	GRK2 aptamer HTS
CC(C)c1ccc(NC(=O)CSc2nc(=O)n(CCCN3CCOCC3)c3c2CCCC3)cc1	-2	-2	3.0	17	-1	-2	9	5	0
CCCCn1c(N)c(N(CCC(C)C)C(=O)C2=NN(c3ccccc3)C(=O)CC2)c(=O)[nH]c1=O	/	/	3.0	18	-2	4	5	1	1
O=C(/C=C/c1ccccc1)OCC(=O)N1CCCC1	/	/	0.4	7	-2	13	-5	0	1
Cc1cc(N2CCOCC2)nc(SCC(=O)OCc2ccccc2)n1	1	-2	-0.6	19	-2	-14	8	7	0
CN(C)CCCn1c(NCc2ccc3c(c2)OCO3)nc2ccccc21	-5	0	-1.1	6	-7	0	-5	3	0
Cc1ccc(NC(=O)C2CCCN(C3=NS(=O)(=O)c4ccccc43)C2)c(O)c1 (stereo not drawn)	/	/	2.5	-129	3	-1	-4	0	0
Cc1cccc(Nc2nc(N)c([N+](=O)[O-])c(N3CCCC(C)C3)n2)c1 (stereo not drawn)	13	-2	6.9	-9	7	4	-9	-3	0
CCOC(=O)Cn1nnnc1C(C(C)C)N(Cc1cccs1)Cc1cc2cc(C)ccc2[nH]c1=O (stereo not drawn)	7	6	5.8	-44	9	-4	5	2	1
CCc1ccc(C=NC23CN4CN(CN(C4)C2)C3)s1	-3	-1	0.8	-3	-5	-15	-9	2	2
CCc1noc(C)c1C(=O)Nc1cccc(S(=O)(=O)N(C)c2ccccc2)c1	-1	-5	0.1	-1	-4	-4	9	-15	1
Cc1ccccc1CC1(CO)CCCN(Cc2ccc3c(c2)OCCO3)C1 (stereo not drawn)	-3	0	1.3	14	0	-26	7	0	0
Cn1c(/N=C/c2ccc3c(c2)OCO3)nc2ccccc21	2	-3	4.2	6	-3	1	6	-2	0
CN(C)S(=O)(=O)c1cc(NC(=O)COC(=O)C2CSC3(C)CCC(=O)N23)ccc1Cl (stereo not drawn)	-4	-6	4.0	-2	0	-1	14	-5	4
Fc1ccccc1N1CCN(C(c2cccs2)c2nnnn2CCc2ccccc2)CC1 (stereo not drawn)	0	0	4.3	-4	3	/	1	3	0
COc1cccc(NC(=O)CSc2nnnn2C(C)C)c1	-6	1	1.2	0	4	1	-4	-10	1
Cn1c(=O)n(C)c2cc(NC(=O)CCc3ccccc3)c(Br)cc21	3	0	-0.3	-12	-2	11	-6	5	0
CCCCOc1ccc(C(=O)Nc2cc(C)c(OCC(=O)N3CCOCC3)c(C)c2)cc1	1	6	2.3	-2	8	4	7	8	4
CSCC[C@H](NC(=O)Nc1cccc(Br)c1)C(=O)O	-3	3	2.0	-1	-1	-9	2	9	1
CC(C)N1CCc2[nH]c(=S)[nH]c(=O)c2C1	-1	2	-0.8	3	-4	16	-4	4	2
CSCCC(NC(=O)c1cc(CC(C)C)oc1C)C(=O)O (stereo not drawn)	4	5	-2.1	-6	-3	8	7	-2	1
COc1ccccc1/C=N/NC(=O)C(=O)NCc1cccnc1	-1	-2	1.2	-8	0	2	0	-3	5
CCOC(=O)/C=C/C(=O)NNC(=O)c1ccccc1Cl	-3	46*	-1.3	12	-1	-8	-4	3	23
O=C(COc1ccc(Cl)cc1Cl)NNC(=S)NCc1ccco1	13	-6	3.2	1	-1	13	-23	-18	0
CCn1c(SCC(=O)OCC(=O)N2c3ccccc3NC(=O)C2(C)C)nnc1-c1ccco1	10	-42	-2.6	-3	-1	4	-5	6	0
Cc1cccc(NC(=O)C2SC(=Nc3c(C)cccc3C)C(C(=O)N3CCOCC3)=C2N)c1 (stereo not drawn)	-1	6	0.4	-2	-1	0	-2	-7	0
CC(=O)OCC1=C(C(=O)O)N2C(=O)C(NC(=O)CCn3nc(C(F)(F)F)c(Br)c3C3CC3)C2SC1 (stereo not drawn)	1	5	-0.1	-1	-4	-3	-18	-7	3
Cc1ccc(S(=O)(=O)NNC(=O)c2cnn(-c3ccc(Cl)cc3)c2C(F)(F)F)cc1	-1	2	-1.8	0	-3	-2	4	-12	2
COc1ccc2[nH]c(=O)cc(C(=O)O)c2c1	8	0	0.5	12	2	-2	12	2	11
Cn1c(=O)c(C(=O)CCl)c(N)n(CC2CC2)c1=O	-6	6	2.1	9	-4	/	-6	3	0
Cc1ccc(S(=O)(=O)CCC(=O)Nc2nnc(-c3ccc(F)cc3)o2)cc1	7	3	0.7	-8	-7	1	2	-5	1
O=C(Nc1cccc(S(=O)(=O)N2CCOCC2)c1)c1cn(-c2ccccc2)nc1-c1ccc(F)cc1	3	0	0.5	17	-2	-1	-1	9	0
O=C1NC(NS(=O)(=O)c2ccccc2)(C(F)(F)F)C(=O)N1Cc1cccnc1 (stereo not drawn)	-2	7	1.9	-6	-2	4	15	0	4
Cc1ccc(-c2csc(NCCc3nc4cc(Cl)c(Cl)cc4n3CCCO)n2)cc1	-20	0	2.9	-10	-2	-2	-7	-9	1
O=C1NC2=C(CCc3ccccc32)C(c2ccc(Br)cc2)N1 (stereo not drawn)	5	0	3.0	-10	5	5	10	0	0
Cc1ccc2[nH]c3c(=O)n(CC(=O)N4CCN(C)CC4)ncc3c2c1	1	-1	-3.7	10	-7	-21	-8	3	2
CCSc1nnc(-c2cccc(S(=O)(=O)N(C)C)c2)n1-c1cc(OC)ccc1OC	6	0	0.7	-3	-1	-22	13	1	0
C/C(=N\NC(=O)C1CC1)c1ccc2c(c1)OCCO2	-3	0	1.4	2	-2	9	2	-7	0
CCCOc1cccc(C(=O)Nc2ccc(Br)cc2F)c1	0	0	-0.3	21	-1	0	1	-2	2
O=C(NC1CCCCC1)C(c1ccncc1)N(Cc1ccc(F)cc1)C(=O)c1ccccn1 (stereo not drawn)	0	-1	-1.9	10	0	17	-4	5	0
O=C(CNC(=O)c1ccc(Cl)cc1)c1ccccc1	-2	0	-0.4	24	-2	-2	6	-4	2
COc1cccc(C(=O)NCCNC(=O)c2ccco2)c1	1	-2	1.5	3	2	-7	5	4	4
CCOC(=O)c1ccc(N2CN(C3CCCCC3)CNC2=S)cc1	0	0	2.4	10	-5	-5	4	-3	1
O=C(COC(=O)c1cccs1)NCC1CCCO1 (stereo not drawn)	-2	-2	0.3	13	-2	3	6	-10	0
Cc1ccc(NC(=O)CCNS(=O)(=O)c2ccc3[nH]c(=O)oc3c2)cc1F	-6	-5	2.8	26	-1	2	1	-2	2
COc1ccc(CCn2c(C3CCCCC3)nc3c(c(=O)c4ccccc4n3C)c2=O)cc1OC	10	-1	1.5	-1	0	/	2	1	1
Oc1ccccc1N1CCN(c2ncnc3scc(-c4ccc(F)cc4)c23)CC1	7	0	7.3	2	11	-12	-1	4	1
CCOCCn1c(SCC(=O)OCc2ccccc2)nc2c1c(=O)[nH]c(=O)n2C	2	1	-0.7	25	-1	2&-21	-6	-9	0
Cc1cc(NC(=O)COC(=O)CCS(=O)(=O)c2ccc(Cl)cc2)no1	5	-57	-2.9	0	-4	-9	1	5	1

Whole records, quoted from the list. Screens in order: core dimer inh	CTSL1 counter	PP5 primary	VLA-4 inh	PP1 inh	GASC-1 inh	proCasp7 act	procasp3 activ	GRK2 aptamer HTS
`O=C(COC(=O)c1cccs1)NCC1CCCO1` (stereo not drawn) in the list: -2	-2	0.3	13	-2	3	6	-10	0
`CCOCCn1c(SCC(=O)OCc2ccccc2)nc2c1c(=O)[nH]c(=O)n2C` in the list: 2	1	-0.7	25	-1	2&-21	-6	-9	0
`Oc1ccccc1N1CCN(c2ncnc3scc(-c4ccc(F)cc4)c23)CC1` in the list: 7	0	7.3	2	11	-12	-1	4	1
`Cc1cc(NC(=O)COC(=O)CCS(=O)(=O)c2ccc(Cl)cc2)no1` in the list: 5	-57	-2.9	0	-4	-9	1	5	1

(more compounds)
SMILES	core dimer inh	CTSL1 counter	PP5 primary	VLA-4 inh	PP1 inh	GASC-1 inh	proCasp7 act	procasp3 activ	GRK2 aptamer HTS
O=c1[nH]c2cc3c(cc2cc1CN(Cc1nnnn1CC1CCCO1)C1CCCCC1)OCO3 (stereo not drawn)	6	2	-3.1	1	-5	0	-11	-12	0
CCCNC(=S)N1CCC(C(=O)c2ccc(OC)cc2)CC1	1	-3	3.3	9	-1	-7	10	0	1
O=C(NNC(=O)c1ccc(NC(=O)c2ccccc2)cc1)Nc1ccccc1	-6	0	-2.1	23	-1	-1	8	11	0
CCc1cc(=O)oc2cc(OCC(=O)NCCCn3ccnc3)c(Cl)cc12	-2	-3	1.6	16	1	3	-2	9	0
O=C1/C(=C\c2cccnc2)SC(=S)N1C1CCS(=O)(=O)C1 (stereo not drawn)	-2	-1	3.4	12	-2	-3	-17	-10	1
COc1ccc(OC)c2[nH]c(=O)c(CCNC(=O)CC(C)C)cc12	0	-1	1.7	17	-1	1	9	3	0
CCOc1ccc(S(=O)(=O)N(C)c2ccc(OCC(=O)NCC3CCCCC3)cc2)cc1	/	/	/	21	/	9	10	3	1
O=C(COc1ccc(Br)cc1CO)Nc1ccc(S(=O)(=O)N2CCCCC2)cc1	/	/	2.3	8	-1	/	7	9	0
CCOc1ccc2nc(SCC(=O)NCc3ccccc3)[nH]c2c1	4	1	2.2	2	-2	-4	-2	-3	0
S=c1[nH]nc(-c2ccncc2)n1Cc1ccco1	-1	-1	0.8	2	3	9	1	0	2
Cc1nc2c(c(-c3ccccc3)c1C#N)C(=O)c1ccccc1-2	6	2	-1.2	-1	5	5	8	2	0
CC(=O)Nc1cccc(OCCCOc2ccc([N+](=O)[O-])cc2)c1	3	0	2.9	5	0	5	1	5	0
CCc1ccccc1NC(=O)c1cnn(-c2ccccc2)c1C	11	4	0.1	3	-4	1	-5	0	1
Cc1ccc(-n2[nH]c(C)c(/C=N/c3ccccn3)c2=O)cc1	0	3	-1.5	3	1	4	-4	0	2
O=C(c1cc([N+](=O)[O-])ccc1N1CCN(S(=O)(=O)c2ccc(Cl)c(Cl)c2)CC1)N1CCOCC1	-9	4	3.9	9	1	-2	0	6	0
CCNC(=O)NC(=O)C(C)Sc1ccc2c(c1)OCCO2 (stereo not drawn)	3	1	0.8	7	-1	/	2	4	2
COCCNc1nc(Cl)c(C#N)s1	-6	-4	0.1	8	-2	3	-4	0	1
